# Screening data deposited in PubChem by National Center for Advancing Translational Sciences (NCATS).
# rTrxR1 inhibitor = rat TrxR1 inhibition; O89049; recombinant rTrxR1, NADPH fluorescence consumption, selenite substrate; Potency, µM (doses to about 114 µM), without a hit: at the highest dose activity change, negative = inhibition, hits mostly inhibitors; hit rate 1% among 390,000; AID 588453; also: % is scaled to controls: 0 for no effect and ±100 for the full control effect; nearly all actives have a fitted effect of over 65% in size
#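 Rat TrxR1 (90 nM in the dispensed reagent) was pre-reduced with 400 uM NADPH for 5 min at room temperature, then incubated with compound for 15 min. After 400 uM selenite was added, NADPH fluorescence (Ex 340/Em 450 nm) was followed for 8 min.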
# 12-LOX inh = ALOX12 (human) lipoxygenase inhibition | hit rate 1.1% among 580,000 | Potency, µM (titrated, usually from 108 µM), for inactives: at the highest dose activity change, negative = inhibition, usual class: inhibitors | purified 12hLO, xylenol orange hydroperoxide absorbance | P18054; also: % is scaled to controls: 0 for no effect and ±100 for the full control effect
#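 Hydroperoxide product was detected by ferrous iron/xylenol orange as the 573 to 405 nm absorbance ratio. Arachidonic acid at 40 uM (final) was turned over for 30 min at room temperature by 150 nM human 12hLO, pH 7.0 Hepes buffer, after 15 min compound preincubation.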
# Vif-APOBEC3G blk = Vif-A3G binding inhibition. Q9HC16. HeLa A3G-eYFP + Vif (tagged APOBEC3G with the HIV-1 protein that degrades it), YFP fluorescence, overnight. Potency, µM (titrated, usually from 46.1 µM), inactives show at the top dose activity, negative = active, most hits filed as inhibitors. hit rate 0.076% among 410,000. AID 602310;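 also: % is scaled to controls: 0 for no effect and ±100 for the full control effect; nearly all actives have a fitted effect of over 60% in size; hits raise eYFP signal because A3G escapes Vif-driven loss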
#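 HeLa cells stably expressing Vif and C-terminally eYFP-tagged A3G, seeded overnight at 37 deg C, then exposed to compound by pintool overnight at 37 deg C. Rise in yellow fluorescence (Ex 488/Em 500-530, Acumen) marks blocked Vif-driven A3G degradation.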
# USP1 inh = USP1/UAF1 (human) deubiquitinase inhibition. AID 743255. recombinant USP1/UAF1, Ub-Rhodamine cleavage fluorescence. O94782. hit rate 0.23% among 390,000. Potency, µM (highest dose often 57.1 µM), for inactives: at the top dose activity change, negative = inhibition, hits mostly inhibitors; also: % is scaled to controls: 0 for no effect and ±100 for the full control effect; nearly all actives have a fitted effect of over 60% in size; inactives centre near -12
# Target sequence (O94782 whole entry, looked up): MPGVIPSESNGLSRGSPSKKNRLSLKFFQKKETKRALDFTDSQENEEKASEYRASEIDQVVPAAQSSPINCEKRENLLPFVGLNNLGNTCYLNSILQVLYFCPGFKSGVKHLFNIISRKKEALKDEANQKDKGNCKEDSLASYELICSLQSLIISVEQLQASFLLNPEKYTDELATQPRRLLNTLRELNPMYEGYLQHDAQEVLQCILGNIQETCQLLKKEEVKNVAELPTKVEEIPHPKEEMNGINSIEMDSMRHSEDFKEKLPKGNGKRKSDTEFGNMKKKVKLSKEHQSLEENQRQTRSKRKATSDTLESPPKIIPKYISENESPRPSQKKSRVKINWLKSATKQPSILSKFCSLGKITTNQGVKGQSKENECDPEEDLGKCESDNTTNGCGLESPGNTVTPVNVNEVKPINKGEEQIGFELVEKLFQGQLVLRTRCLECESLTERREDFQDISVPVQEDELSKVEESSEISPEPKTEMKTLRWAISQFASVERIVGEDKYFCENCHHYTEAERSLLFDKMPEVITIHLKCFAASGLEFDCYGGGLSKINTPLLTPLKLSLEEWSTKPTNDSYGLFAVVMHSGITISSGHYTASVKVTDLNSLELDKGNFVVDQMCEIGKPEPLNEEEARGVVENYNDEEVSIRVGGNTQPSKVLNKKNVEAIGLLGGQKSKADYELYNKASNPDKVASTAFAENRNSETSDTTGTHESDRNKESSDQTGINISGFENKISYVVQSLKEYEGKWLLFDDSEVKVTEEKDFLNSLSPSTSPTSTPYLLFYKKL
#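 In this screen, compounds sit with the deubiquitinase complex (1nM) for 15 min at room temperature before Ub-Rho is added at 150nM final. Fluorescence rise is then followed for 6 reads every 60 seconds.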
# Vif-APOBEC3F blk = blocks the Vif interaction with APOBEC3F; HeLa A3F-eYFP + Vif (tagged APOBEC3F with the HIV-1 protein that degrades it), YFP fluorescence increase; Potency, µM (highest dose often 46.1 µM), for the others: at the top dose activity, negative = active; hit rate 0.2% among 390,000; AID 602313; also: % of control where 0% means no effect; nearly all actives have a fitted effect of over 65% in size
#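 HeLa cells stably expressing A3F-eYFP plus Vif, plated and incubated overnight at 37 deg C, then exposed to compounds overnight at 37 deg C. Blocked degradation read as raised yellow fluorescence (Ex 488/Em 500-530).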
# RXFP1 agonist = activates the human relaxin receptor RXFP1. Q9HBX9. HEK293T-RXFP1 cAMP TR-FRET, 30 min; response scale: percent of porcine relaxin response, buffer zero. Potency, µM (titrated, usually from 57.5 µM), inactives show at the top dose activation, hits mostly activators. hit rate 0.3% among 370,000. AID 2676; also: % is scaled to controls: 0 for no effect and ±100 for the full control effect; nearly all actives have a fitted effect of over 60% in size; many of its hits are not listed in these tables
#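 HEK293 cells stably expressing RXFP1, treated 30 min at 37C with compounds plus PDE4 inhibitor Ro 20174; cAMP measured by HTRF TR-FRET. Normalized to buffer and 29 nM porcine relaxin; EC50 by Hill fit.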
# mIDH1 inhibitor = inhibitors of human mutant IDH1 R132H | O75874 | IDH1-R132H enzyme, NADPH consumption, diaphorase/resazurin fluorescence | Potency, µM (top dose mostly 76.6 µM), for inactives: top-dose activity change, negative = inhibition, most hits filed as inhibitors | hit rate 0.093% among 390,000 | AID 602179; also: % is scaled to controls: 0 for no effect and ±100 for the full control effect; nearly all actives have a fitted effect of over 65% in size
#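 IDH1-R132H (0.5 ug/mL) preincubated 30 min with compound, then NADPH (0.016 mM) and alpha-KG (2 mM) added; 80 min at RT, pH 7.5. Remaining NADPH coupled via diaphorase/resazurin to fluorescence (540/590 nm); concentration-response curves normalized to no-enzyme control.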
# TrxR1 substrate = substrates of rat thioredoxin reductase 1; AID 588456; O89049; hit rate 0.01% among 390,000; Potency, µM (titrated, usually from 114 µM), for the others: at the highest dose activity change, negative = substrate turnover; purified TrxR1 substrate turnover, NADPH consumption readout; also: % is scaled to controls: 0 for no effect and ±100 for the full control effect; nearly all actives have a fitted effect of over 50% in size
#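 Rat TrxR1, dispensed at 90 nM, was prereduced with 400 uM NADPH (final) for 5 min at ~22 deg C, then incubated with compound 15 min before 400 uM selenite. A first-read NADPH fluorescence drop versus no-compound background flagged substrates.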
# RGS4 inh = inhibitors of human regulator of G protein signaling 4 | Transcreener GDP fluorescence polarization, RGS4-accelerated GTP hydrolysis | P49798 | hit rate 0.039% among 390,000 | Potency, µM (doses to about 114 µM), for inactives: at the top dose activity change, negative = inhibition, hits mostly inhibitors; also: % is scaled to controls: 0 for no effect and ±100 for the full control effect; nearly all actives have a fitted effect of over 75% in size; some results filed as inactive show a strong effect at the top dose
# Target sequence (P49798 whole entry, looked up): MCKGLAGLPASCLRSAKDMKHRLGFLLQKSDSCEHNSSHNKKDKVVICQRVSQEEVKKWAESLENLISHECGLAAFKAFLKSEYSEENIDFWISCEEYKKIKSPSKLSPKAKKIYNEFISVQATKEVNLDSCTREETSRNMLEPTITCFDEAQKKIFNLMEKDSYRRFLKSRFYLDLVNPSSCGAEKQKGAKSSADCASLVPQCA
#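 MLSMR compounds (23 nl, pin-transferred) preincubated 10 min at room temperature with a 500nM (2x) first reagent, then RGS4 at 900nM (2x) plus Transcreener GDP mix added; fluorescence polarization (620/688 nm) read before and after 90 min at 30 °C.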
# * marks the source's active call; other numbers are inactive results; i = inactive; ? = inconclusive; / = not tested or not shown; & = joins results of further samples; [ ] = dose if it differs, or a comment. Calls follow the shape of the dose curve; as a rule, active = well fitted curve in the direction sought with a large enough effect; inconclusive = small, poorly fitted or top-dose-only effect, or another doubt; inactive = no such curve, though single readings can be large; an effect the other way counts as inactive or inconclusive. Potency is read from the fitted curve at half-maximal effect. Not all compounds are listed; the hit share may differ from the screen's.
SMILES,rTrxR1 inhibitor,12-LOX inh,Vif-APOBEC3G blk,USP1 inh,Vif-APOBEC3F blk,RXFP1 agonist,mIDH1 inhibitor,TrxR1 substrate,RGS4 inh
CCCCNC(=O)CCCn1c(=O)c2ccccc2n(Cc2c(C)cc(C)cc2C)c1=O,5%,-9%,3%,-5%,0%,-0.9%,0%,-2%,7%
Cc1cc(C)nc(NS(=O)(=O)c2ccc(NC(=O)Cc3ccccc3)cc2)n1,16%[57.1 µM],-4%,-3%,?,-5%,0.7%,-2%,2%,?
CCCC(N)CCCCCC(=O)O (stereo not given),8%,-19%,-5%,-18%,3%,0.9%,0%,2%,5%
COc1ccc(C2=NS(=O)(=O)N(C)C(C(=O)NC(C)c3ccccc3)=C2)cc1 (stereo not given),11%[57.1 µM],-6%[57.4 µM],7%&0%,-16%&-10%,-1%&3%,1.3%&-1.8%,-7%&0%,1%[57.1 µM],4%&-2%
N#Cc1ccc[n+](CC(=O)c2ccc(NC(=O)c3ccccc3)cc2)c1,-4%,?,0%,-22%,-1%,1.0%,10%,-1%,-22%
Cc1ccc(S(=O)(=O)NCc2nc(-c3ccccc3)no2)cc1,-10%,6%,-1%,-7%,1%,-1.1%,10%,-14%,18%
FC(F)Sc1ccc(N=C2NN=C(c3ccc4c(c3)OCCO4)CS2)cc1,-21%,?,-1%,?,0%,0.7%,?,-12%,-21%
O=c1oc2c(CN3CCOCC3)c(O)ccc2c2ccccc12,-6%,12%,2%,-20%,1%,18%,13%,-3%,-21%
C=CCOc1ccc(CN(C)CC(=O)N(CC(C)C)c2c(N)n(CC(C)C)c(=O)[nH]c2=O)cc1,7%[57.1 µM],4%,2%,-16%,3%,1.2%,10%,-8%,7%[11.4 µM]
Cc1ccc(NC(=O)c2sc3ncnc(N(C)C4CCCCC4)c3c2C)c(C)c1,5%[57.1 µM],-4%,1%,-20%,2%,13%,-3%,-5%[57.1 µM],17%
COc1cc(C(=O)OC2CSCC2NC(=O)c2ccccc2)cc(OC)c1OC (stereo not given),8%,0%,-2%,-7%,?,-2.6%,5%,1%,1%
Cn1cnnc1SC/C(O)=C(\C#N)c1nc2ccccc2[nH]1,-3%,6%,1%,-23%,-8%,-0.5%,0%,-10%,2%[11.4 µM]
Cc1ccc2c(c1)N(C(=O)CCC(=O)N1CCN(c3cccc(C)c3C)CC1)CCO2,17%[57.1 µM],1%,1%,-12%,1%,5.5%,-14%,1%[57.1 µM],9%
CCOc1cc(C)c(C(C)C)cc1S(=O)(=O)n1cnc(C)c1,-4%[57.1 µM],-2%,?,?,-12%,-0.1%,2%,-4%[57.1 µM],22%
OC(C#Cc1ccccn1)c1cccs1 (stereo not given),?,458%[activator],0%,?,-26%,1.0%,1%,-8%[11.4 µM],?
COc1ccc(N2CCN(CCNC(=O)CCC(=O)NNc3nc4ccccc4c4nc(C)nn34)CC2)cc1,24%,/,-2%,-18%,4%,0.5%,-2%,3%,-5%
CSCCC(NC(=O)c1ccccc1)C(=O)N1CCN(C(c2ccccc2)c2ccccc2)CC1 (stereo not given),18%,-21%,1%,-11%,2%,-0.1%,-1%,3%,10%
Cc1ccc(OCCC(=O)OCC(=O)N2CCN(S(=O)(=O)c3ccc(C)cc3C)CC2)cc1,9%,-16%,-1%,0%,?,-0.5%,2%,3%,9%
COc1ccc(C(=O)c2ccc(Br)cc2)c2ccccc12,3%,18%,-26%,-25%,-7%,3.7%,-1%,-3%,1%
Cc1ccc(S(=O)(=O)n2nc(-c3ccco3)nc2NCc2ccc(N(C)C)cc2)cc1,18%,-21%,1%,-18%,-2%,0.7%,2%,3%,5%
c1ccc(N2CCOCCOCCOCCOCCOCC2)cc1,6%[57.1 µM],4%,2%,-6%,13%,-1.5%,1%,-7%[57.1 µM],-37%
Cn1cnc(C(=O)N2CCN(c3ccccc3)CC2)c1C(=O)N1CCN(c2ccccc2)CC1,9%[57.1 µM],?,4%,-14%,-4%,-0.7%,-10%,4%[57.1 µM],-11%
CSc1ccc(/C=C/C(=O)OCC(=O)N(C)CCC#N)cc1,23%,1%,0%,-3%,2%,-1.9%,8%,36%[activator],11%[56.9 µM]
COC(=O)c1c(O)cc(=O)n2c1CCCCC2,14%,-12%,11%,-20%,-1%,0.1%,11%,-2%,-16%[56.9 µM]
COc1ccc(-c2nc(CS(=O)CC(=O)NCc3ccc(F)cc3)c(C)o2)cc1 (stereo not given),?,-23%&-6%,-1%,-9%,-3%,-0.7%,-4%,-2%,39%[11.4 µM]
Cc1cccc(-n2c(-c3ccncc3)n[nH]c2=S)c1C,?,?,0%,-17%,-16%,-1.2%,8%,0%,-50%
Cc1nnc(NC(=O)c2sc3ccccc3c2Cl)s1,-13%,0%[57.4 µM],0%,-7%,/,5.0%,24%,-9%,0%
CSc1ncccc1C(=O)N1CCN(S(=O)(=O)c2ccc3ccccc3c2)CC1,11%,197%[activator],1%,13%,-2%,-0.8%,8%,-5%,-11%
CCC(Oc1ccccc1F)C(=O)Nc1c(C(=O)c2ccccc2)oc2ccccc12 (stereo not given),26%,-14%,3%,-11%,-10%,-0.5%,-15%,2%,-1%
Cc1cccc(C(=O)NNC(=O)CN2C(=O)c3ccccc3C2=O)c1,11%[57.1 µM],-7%,1%,-20%,-5%,-0.4%,3%,10%[57.1 µM],5%
COc1ccc(NC(=O)N2CCCCCC2)cc1,26%[57.1 µM],0%,2%,-9%,2%,1.0%,5%,4%[57.1 µM],8%
COc1cccc(N(CC(=O)Nc2cccnc2)S(C)(=O)=O)c1,1%,-5%,1%,-18%,0%,-0.2%,-4%,-1%,-14%
Cc1nn(CC2CC2)c(=O)n1-c1ccc(F)cc1,20%[57.1 µM],3%,-1%,-14%,5%,0.8%,-1%,-1%[57.1 µM],?
CCOC(=O)N1CCN(CC(O)COCc2ccc(Cl)cc2)CC1 (stereo not given),9%[57.1 µM],0%,1%,-11%,3%,-0.8%,1%,8%[57.1 µM],-27%
NC(=O)C1CCN(C(=O)CN2C(=O)c3ccccc3S2(=O)=O)CC1,-18%,7%,3%,-14%,7%,3.4%,0%,15%[57.1 µM],-16%
COc1ccc(N(CC(=O)NCc2cccc(OC)c2)S(=O)(=O)c2c(C)noc2C)cc1,-6%,-16%,-2%,-17%,2%,-0.1%,-3%,-7%,-27%
CCN(CC)C(=O)c1nc[nH]c1C(=O)N1CCC(C)CC1,14%,9%,1%,-25%,-12%,/,14%,7%,-8%
O=C(O)c1cccc(S(=O)(=O)N(Cc2ccccc2)c2ccc(Cl)cc2)c1,0%,1%,-6%,-9%,8%,-2.3%,-1%,4%,-2%
COc1ccc(CNC(=O)COC(=O)c2cc3ccccc3o2)cc1,27%,-13%,-1%,-4%,-18%,2.0%,4%,7%,11%
COc1ccc(-c2nc(CCNC(=O)c3c(F)cccc3Cl)cs2)cc1,13%[57.1 µM],7%,7%,-21%,2%,?,0%,4%[57.1 µM],10%
COc1ccc(OC)c(C(c2nnnn2CC2CCCO2)N2CCN(C)CC2)c1 (stereo not given),13%,?,0%,3%,-4%,3.4%,0%,7%[57.1 µM],6%
CCCOc1ccc(-c2nc(N3CCN(C)CC3)c3ccccc3n2)cc1,19%,-27%,-10%,?,-11%,-0.2%,6%,11%,26%
Cc1ccc(CN2CCN(Cc3cnc(N(C)C)s3)CC2CCO)o1 (stereo not given),17%,0%,-5%,-20%,0%,0.7%,7%,5%,-13%
CN(C(=O)CC(NC(=O)c1ccccc1Cl)c1ccccc1)c1ccccc1 (stereo not given),-1%,i,1%,-14%,5%,4.6%,8%,-9%,0%
Cc1cccc(NS(=O)(=O)c2ccc(C)c(C(N)=O)c2)c1,21%[57.1 µM],/,1%,-22%,6%,-0.1%,11%,1%[57.1 µM],-29%
O=C(COC(=O)C1CC2C=CC1C2)Nc1ccccc1F (stereo not given),13%[57.1 µM],-11%,3%,-12%,-29%,0.4%,-1%,4%,-29%
CCc1ccc(OCc2nnc(NC(=O)c3cccs3)s2)cc1,19%[57.1 µM],1%,0%,-12%,2%,1.8%,1%,8%[57.1 µM],15%
Cc1nc(NS(=O)(=O)c2ccccc2C)c2c3c(sc2n1)CCC3,-24%,8%,4%,-15%,1%,-1.0%,7%,8%,-10%
CCCCn1c(N)c(N(CCOC)C(=O)COC(=O)CCOc2ccccc2C)c(=O)[nH]c1=O,-7%,-19%,-8%,-14%,7%,1.1%,9%,-8%,-26%
Oc1ccccc1/C=N/Nc1ccnc(SCc2ccccc2)n1,-4%,?,-2%,-7%,?,-6.6%,3%,-6%,-39%
O=C(Nc1ccccc1)c1nc[nH]c1C(=O)NCCCCNC(=O)c1[nH]cnc1C(=O)Nc1ccccc1,13%[57.1 µM],8%,2%,-7%,2%,/,-3%,6%[57.1 µM],19%
